HP1b chromo inh: HTS for Inhibitors of HP1-beta Chromodomain Interactions with Methylated Histone Tails; Potency, µM (doses to about 114 µM), inactives show at the top dose activity change, negative = inhibition, usual class: inhibitors; hit rate 0.56% among 390,000; Chromobox protein homolog 1 (Homo sapiens), P83916; AlphaScreen HP1-beta / biotin-H3K9me3 peptide binding; note: nearly all actives have a fitted effect of over 70% in size; inactives centre near 23
Target sequence (P83916 whole entry, looked up): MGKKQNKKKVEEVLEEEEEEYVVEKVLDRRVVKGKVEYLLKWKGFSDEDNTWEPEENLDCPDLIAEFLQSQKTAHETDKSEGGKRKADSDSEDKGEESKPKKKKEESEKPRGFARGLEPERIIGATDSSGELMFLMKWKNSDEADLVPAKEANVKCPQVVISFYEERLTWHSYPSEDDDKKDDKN
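Compound inhibition of the preformed complex between 50 nM HP1-beta and 50 nM biotinylated H3K9me3 peptide was read by AlphaScreen. Buffer was PBS pH 7.4 with 0.01% Tween-20. Incubations ran 30 min at room temperature, with 10 ug/mL donor/acceptor beads.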
G9a block: qHTS Assay for Inhibitors of Histone Lysine Methyltransferase G9a; hit rate 8.8% among 350,000; Potency, µM (highest dose often 102 µM), for the others: at the highest dose activity, negative = inhibition, actives largely listed as inhibitors; AID 504332, 2011; Histone-lysine N-methyltransferase EHMT2 (Homo sapiens), Q96KQ7; G9a H3K9 monomethylation, AlphaScreen, 2 h; note: % is set by controls: 0 for no effect and ±100 for the full control effect; nearly all actives have a fitted effect of over 75% in size
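G9a (20 nM) preincubated 15 min RT with compounds, then 500 nM biotinylated H3K9 peptide and 20 uM SAM added; 2 h RT reaction. Monomethyl-H3K9 product detected by AlphaScreen with anti-H3K9me1 antibody, streptavidin donor and anti-rabbit IgG acceptor beads.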
JMJD2A Tudor: qHTS Assay for Inhibitors of JMJD2A-Tudor Domain | Lysine-specific demethylase 4A (Homo sapiens), O75164 | AlphaScreen JMJD2A-Tudor / H3K4me3 peptide binding | Potency, µM (highest dose often 114 µM), for inactives: at the top dose activity change, negative = inhibition, hits mostly inhibitors | hit rate 4.4% among 390,000; note: % is set by controls: 0 for no effect and ±100 for the full control effect; nearly all actives have a fitted effect of over 50% in size
Pin1 inhibitor: qHTS Assay to Find Inhibitors of Pin1; hit rate 0.009% among 390,000; Potency, µM (doses to about 115 µM), without a hit: top-dose activity, negative = inhibition, usual class: inhibitors; Pin1 FP peptide displacement, HiFluor488, 10 min; active = well fitted inhibition curve with a large enough effect in the polarisation, with a control signal flat, not every such curve was filed as active; inconclusive = small, poorly fitted or top-dose-only effect, or effect the other way, or a change in a side signal; inactive = no such curve, though single readings can be large or run the other way; the % refers to the polarisation; note: % is set by controls: 0 for no effect and ±100 for the full control effect
Target sequence (Q13526 whole entry, looked up): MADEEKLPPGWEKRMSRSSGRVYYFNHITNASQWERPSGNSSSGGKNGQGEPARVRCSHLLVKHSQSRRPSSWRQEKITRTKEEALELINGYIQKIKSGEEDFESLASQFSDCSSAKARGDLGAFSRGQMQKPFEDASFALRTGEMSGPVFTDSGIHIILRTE
GLS inh: qHTS for Inhibitors of Glutaminase (GLS); Potency, µM (titrated, usually from 45.5 µM), without a hit: top-dose activity change, negative = inhibition, hits mostly inhibitors; Glutaminase kidney isoform, mitochondrial (Homo sapiens), O94925; AID 624170, 2012; hit rate 0.21% among 410,000; GLS enzymatic activity, qHTS titration; note: % is set by controls: 0 for no effect and ±100 for the full control effect
Target sequence (O94925 whole entry, looked up, canonical isoform): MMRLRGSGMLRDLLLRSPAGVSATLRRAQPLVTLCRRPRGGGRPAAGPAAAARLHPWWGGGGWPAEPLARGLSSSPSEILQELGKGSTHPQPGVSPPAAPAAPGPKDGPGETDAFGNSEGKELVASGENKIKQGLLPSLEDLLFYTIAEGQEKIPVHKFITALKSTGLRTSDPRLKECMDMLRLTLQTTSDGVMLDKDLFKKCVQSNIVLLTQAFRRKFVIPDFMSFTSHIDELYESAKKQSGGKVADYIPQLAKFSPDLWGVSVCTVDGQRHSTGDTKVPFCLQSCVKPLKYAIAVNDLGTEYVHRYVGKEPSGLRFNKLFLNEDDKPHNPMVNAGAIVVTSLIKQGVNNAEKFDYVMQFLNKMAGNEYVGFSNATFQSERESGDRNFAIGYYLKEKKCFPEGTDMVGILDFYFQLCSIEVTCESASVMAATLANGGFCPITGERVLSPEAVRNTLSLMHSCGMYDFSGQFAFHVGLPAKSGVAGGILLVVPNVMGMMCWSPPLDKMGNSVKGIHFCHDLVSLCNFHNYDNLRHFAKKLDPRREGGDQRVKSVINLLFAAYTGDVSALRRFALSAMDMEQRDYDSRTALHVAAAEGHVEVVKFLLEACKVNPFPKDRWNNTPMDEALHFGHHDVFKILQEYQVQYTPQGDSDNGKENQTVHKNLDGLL
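Compounds were pin-transferred onto hKGA, after which L-glutamine (1 mM solution) and a detection mix of glutamate oxidase, HRP and Amplex Red were added. Initial and 30 min RT fluorescence reads were collected.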
BAZ2B inh: qHTS Assay for Inhibitors of BAZ2B; AID 504333, 2011; Bromodomain adjacent to zinc finger domain protein 2B (Homo sapiens), Q9UIF8; hit rate 4.4% among 360,000; AlphaScreen BAZ2B-H3K14Ac peptide displacement; Potency, µM (highest dose often 114 µM), for the others: at the highest dose activity change, negative = inhibition, hits mostly inhibitors; note: % is set by controls: 0 for no effect and ±100 for the full control effect; nearly all actives have a fitted effect of over 60% in size
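Complex of BAZ2B and biotin-H3K14Ac (50 nM apiece) forms over 30 min at RT, then faces library compounds up to 110 uM for another 30 min; AlphaScreen beads added, 20 min dark incubation, luminescence read.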
Tb PGK inh: qHTS Assay to Find Inhibitors of Phosphoglycerate Kinase; Phosphoglycerate kinase, glycosomal (Trypanosoma brucei brucei), P07378; PGK/GAPDH coupled, Kinase-Glo luminescence, 60 min; Potency, µM (top dose mostly 57.5 µM), for the others: top-dose activity change, negative = inhibition, actives largely listed as inhibitors; hit rate 0.043% among 380,000; AID 602233, 2012; note: % is set by controls: 0 for no effect and ±100 for the full control effect; nearly all actives have a fitted effect of over 60% in size
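Recombinant glycosomal PGK reaction used 1,3-bisphosphoglycerate generated in-well by GAPDH (100nM final) in 100mM TEA pH 7.6, 5mM MgCl2, 0.01% Tween-20. After 60 minutes at room temperature, ATP was read by Kinase-Glo Plus luminescence end-point.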
POLI inh: qHTS for Inhibitors of Polymerase Iota; Potency, µM (top dose mostly 115 µM), without a hit: top-dose activity, negative = inhibition, actives largely listed as inhibitors; Pol iota fluorescent replication assay, 10 min; AID 588590, 2011; hit rate 1% among 390,000
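Fluorescent replication assay read twice, at 0 min and 10 min after adding 50 nM (final) substrate. Enzyme (10 nM) and compounds were first incubated 15 min at room temperature; enzyme-free buffer wells were negative controls.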
BLM helicase inh: qHTS Assay for Inhibitors of Bloom's syndrome helicase (BLM). RecQ-like DNA helicase BLM (Homo sapiens), P54132. recombinant BLM DNA unwinding, fluorescence dequenching. Potency, µM (top dose mostly 56.1 µM), for inactives: at the highest dose activity change, negative = inhibition, usual class: inhibitors. hit rate 0.2% among 350,000;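 note: plate controls were vehicle for no effect and no enzyme for full effect; nearly all actives have a fitted effect of over 35% in size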
Active calls of the source: *; i = inactive; u = inconclusive; x = no result given; & = joins results of further samples; [ ] = remark or other dose. Unless noted, calls come from the whole dose curve; as a rule, active = well fitted curve in the direction sought with a large enough effect; inconclusive = small, poorly fitted or top-dose-only effect, or another doubt; inactive = no such curve, though single readings can be large; an effect the other way counts as inactive or inconclusive. Potency is the fitted concentration of half-maximal effect.

The first 3 records, to show the layout:
cpd | structure | HP1b chromo inh | G9a block | JMJD2A Tudor | Pin1 inhibitor | GLS inh | BAZ2B inh | Tb PGK inh | POLI inh | BLM helicase inh
1 | CC1CCN(C(=S)Nc2ccc(SC(F)F)cc2)CC1 | 27% | 6%[59 µM] | -3% | -7% | -4% | 7% | -7% | 141%[activator] | 2%
2 | O=C1CC[C@@H]2CC3(C[C@@H]4CCN1[C@H]24)Nc1cc(Cl)ccc1NC3=NC1CCCCC1 (stereo not given in full) | 24% | x | u | 0% | -3% | x | -4% | 20% | x
3 | COc1ccc2[nH]c(C)c(CCN(Cc3cccs3)C(=S)Nc3cccc(F)c3)c2c1 | -19% | u | u | u | 7% | u | -7% | u | -17%

The whole of this part, repeating the preview:
cpd | structure | HP1b chromo inh | G9a block | JMJD2A Tudor | Pin1 inhibitor | GLS inh | BAZ2B inh | Tb PGK inh | POLI inh | BLM helicase inh
1 | CC1CCN(C(=S)Nc2ccc(SC(F)F)cc2)CC1 | 27% | 6%[59 µM] | -3% | -7% | -4% | 7% | -7% | 141%[activator] | 2%
2 | O=C1CC[C@@H]2CC3(C[C@@H]4CCN1[C@H]24)Nc1cc(Cl)ccc1NC3=NC1CCCCC1 (stereo not given in full) | 24% | x | u | 0% | -3% | x | -4% | 20% | x
3 | COc1ccc2[nH]c(C)c(CCN(Cc3cccs3)C(=S)Nc3cccc(F)c3)c2c1 | -19% | u | u | u | 7% | u | -7% | u | -17%
4 | CCN(C(=O)CSc1nc2n[nH]c(C)c2c(=N)n1-c1ccc(Cl)c(C)c1)c1cccc(C)c1 | 27% | 6% | -9% | 19% | 0% | -29% | -1% | 5% | -10%
5 | C=CCN1C(=O)c2ccc(C(=O)OCC(=O)Nc3ccc(S(N)(=O)=O)cc3)cc2C1=O | -16% | 50µM* | -25% | -1% | -2% | 8% | i | 15% | x
6 | CN(Cc1ccno1)Cc1cn(C)nc1-c1ccc(Oc2ccccc2)cc1 | 14% | x | -21% | -15% | 4% | -2% | -5% | -21% | -8%
7 | COC(=O)c1ccc(NC(=O)CSc2nnc(COc3ccc4c(c3)CCCC4)o2)cc1 | 16% | -43% | -2% | 4% | 11% | 41%[activator] | 3%[11.5 µM] | -3% | -1%
8 | CCCCSCc1ccc(C(=O)O)o1 | 64% | 5%[59 µM] | -16% | 5% | 2% | 9% | i | -11% | 4%
9 | CCOc1ccc(Nc2ccnc3cc(Cl)ccc23)cc1 | 26% | 0% | -17% | -2% | 1% | -9% | -1% | 17% | -1%
10 | CCOc1cc2c(cc1/C=C/c1noc(C)c1[N+](=O)[O-])OC(C)C2 (stereo not given) | 31% | 45µM* | 2% | u | 8% | 1% | 3% | 1% | -3%
11 | COc1ccc(OC)c(NC(=O)C(C)n2c(=O)c(-c3ccccc3NC(C)=O)nc3ccccc32)c1 (stereo not given) | 33% | -5%[59 µM] | -16% | 8% | -16% | 2% | -2% | -3% | -13%
12 | COC(=O)c1ccc2c(=O)[nH]c(COC(=O)c3cccc(S(=O)(=O)N4CCOCC4)c3)nc2c1 | 18% | -30% | 0% | -6% | -10% | 1% | i | 75%[activator] | x
13 | O=c1[nH]c(/C=C\c2ccc(O)cc2)nc(O)c1[N+](=O)[O-] | 48%[activator] | 71µM* | 0% | 1% | 10% | -26% | -19% | -27% | 0%
14 | Cn1c(=O)c2sccc2n2c(CCC(=O)NCc3ccccc3)nnc12 | 55%[activator] | u | -17% | 2% | 8% | 36%[activator] | i | 24% | 2%
15 | O=[N+]([O-])c1ccc(Cl)c(CN2CCSCC2)c1 | 4% | u | -29% | -8% | -1% | u | 4% | 4% | -4%
16 | CCOC(=O)c1ccc(N2C(=O)c3n[nH]c(-c4ccco4)c3C2c2cccc([N+](=O)[O-])c2)cc1 (stereo not given) | u | u | u | 55%[activator] | 13% | 11µM* | 0% | -15% | -12%
17 | CCN(CC(=O)Nc1c(F)cccc1F)C(=O)c1ccc(S(=O)(=O)N2CCCCCC2)cc1 | 29% | 19% | 6% | -10% | -3% | 6% | -2% | 30% | x
18 | CCS(=O)(=O)N1CCC(C(=O)N2CCN(Cc3ccccc3)CC2)CC1 | 13% | -7% | -10%[57.1 µM] | 1% | 1% | -18% | 9% | 89%[activator] | -5%
19 | Fc1ccc(-c2nc(Nc3cccc(Cl)c3)nc3c2COc2ccccc2-3)cc1 | 59%[activator] | -4%[59 µM] | -18% | 10% | -7% | -18% | -2% | 9% | -7%
20 | O=C(O)C(Cc1ccccc1[N+](=O)[O-])N1C(=O)c2ccccc2C1=O (stereo not given) | 25% | x | -5% | 1% | u | x | 11% | -6% | x
21 | CC(OC(=O)C1CCN(S(=O)(=O)c2ccc(C(C)(C)C)cc2)CC1)C(=O)N(C)C1CCCCC1 (stereo not given) | 14% | x | -8% | u | 1% | x | -2% | u | x
22 | O=C(NC1(C(F)(F)F)NC(=O)N(c2ccc(F)cc2)C1=O)c1ccncc1 (stereo not given) | 1% | 4%[59 µM] | -26% | 2% | 5% | 8% | 1% | 15% | -2%
23 | CCCNC(=O)c1cn(CC)c2cc(N3CCN(C)CC3)c(F)cc2c1=O | 20% | -12%[12.7 µM] | 0% | 2% | 1% | 4% | -2% | 24% | 4%
24 | N#Cc1ccc(S(=O)(=O)N2CCN(Cc3cccs3)CC2)cc1 | 34% | -3%[2.33 µM] | 6% | -11% | 4% | 7% | 8% | 14% | x
25 | CC(=O)c1ccc(NC(=S)NCc2ccco2)cc1 | 28% | x | -17% | -6% | 6% | u | -6% | 25% | 0%
26 | CCOc1ccc(OCC)c(NC(=O)CCCN2C(=S)NC(C)(C)CC2C)c1 (stereo not given) | -10% | -10%[59 µM] | -30% | -2% | -5% | -7% | -2% | 109%[activator] | 2%
27 | COC(=O)[C@@H](Cc1c[nH]c2ccccc12)NCc1ccc(B(O)O)cc1 | 46% | x | -28% | 2% | 51%[activator] | x | i | 7% | x
28 | CCOC(=O)CSc1nnc2n(-c3ccccc3)c(=O)c3c4c(sc3n12)COC(C(C)C)C4 (stereo not given) | 51%[activator] | -30%[59 µM] | -2% | -10% | -3% | 0% | i | 26% | 0%
29 | C=CCn1c(SCC(=O)c2ccc(OC)cc2)nnc1-c1cc2cccc(OC)c2o1 | 12% | u | 12%[11.4 µM] | 2% | -4% | 6% | -1% | 0% | 0%
30 | CCn1cc(C(=O)OCC(=O)NCc2ccc3c(c2)OCO3)c(=O)c2ccc(C)nc21 | 23% | -39%[12.7 µM] | -9% | 4% | -6% | -27% | -9% | 8% | 0%
31 | COc1ccc(CN(C)CC(O)COC(c2ccccc2)c2ccccc2)c(OC)c1OC (stereo not given) | 9% | 10% | -16% | -1% | 0% | u | 8% | 52%[activator] | 1%
32 | Cc1ccc(Cl)c(Cn2cnc3c(cnn3C(C)(C)C)c2=O)c1F | 43%&67%[activator] | -5%[0.501 µM] | 7%&9% | -3%&-2% | -5% | -27% | -4% | u | x
33 | O=C(NCc1ccco1)C(=O)c1cn(CC(=O)N2CCCCCC2)c2ccccc12 | -5% | 50µM* | -28% | -3% | -3% | -25% | i | 11% | -10%
34 | Cn1c(=O)c2sccc2n2c(CCC(=O)NCc3ccc(Cl)cc3)nnc12 | -2% | -19%[59 µM] | -17% | -2% | -3% | -1% | -13% | 5% | 1%
35 | Cc1cc(C)c2cc(C(=O)N3CCN(c4ncccc4C(F)(F)F)CC3)[nH]c2c1 | 16% | u | u | u | -5% | -19% | 5% | -3% | -17%
36 | Cc1cc(C)c(C(=O)Nc2ccc(Br)c(C(F)(F)F)c2)c(C)c1 | 46%[activator] | 2%[59 µM] | 8% | 0% | 5% | u | i | 9% | -15%
37 | Cc1ccc(OCC(=O)NNC(=O)C(=O)N2CCCC2)c(C)c1 | 17% | -11%[59 µM] | -17% | -7% | 7% | -6% | i | 21% | 3%
38 | COc1ccc(NC(=O)CN2CCN(S(=O)(=O)c3ccc(F)cc3)CC2)cc1Cl | 11% | -36% | -19% | 3% | 1% | 7% | i | 9% | -3%
39 | Cc1cccc(NC(=O)CN2C(=O)c3ccccc3Sc3ncccc32)c1C | 24% | -13%[59 µM] | -12% | 5% | 5% | -12% | i | 13% | -3%
40 | O=S(=O)(Nc1ccc(S(=O)(=O)N2CCCC2)cc1)c1ccc(F)cc1F | 14% | x | -9% | 2% | -1% | x | 0% | 73%[activator] | x

Shown with each value named: four of the compounds above
12. COC(=O)c1ccc2c(=O)[nH]c(COC(=O)c3cccc(S(=O)(=O)N4CCOCC4)c3)nc2c1
  HP1b chromo inh: 18%; G9a block: -30%; JMJD2A Tudor: 0%; Pin1 inhibitor: -6%; GLS inh: -10%; BAZ2B inh: 1%; Tb PGK inh: i; POLI inh: 75%[activator]; BLM helicase inh: x
13. O=c1[nH]c(/C=C\c2ccc(O)cc2)nc(O)c1[N+](=O)[O-]
  HP1b chromo inh: 48%[activator]; G9a block: 71µM*; JMJD2A Tudor: 0%; Pin1 inhibitor: 1%; GLS inh: 10%; BAZ2B inh: -26%; Tb PGK inh: -19%; POLI inh: -27%; BLM helicase inh: 0%
14. Cn1c(=O)c2sccc2n2c(CCC(=O)NCc3ccccc3)nnc12
  HP1b chromo inh: 55%[activator]; G9a block: u; JMJD2A Tudor: -17%; Pin1 inhibitor: 2%; GLS inh: 8%; BAZ2B inh: 36%[activator]; Tb PGK inh: i; POLI inh: 24%; BLM helicase inh: 2%
15. O=[N+]([O-])c1ccc(Cl)c(CN2CCSCC2)c1
  HP1b chromo inh: 4%; G9a block: u; JMJD2A Tudor: -29%; Pin1 inhibitor: -8%; GLS inh: -1%; BAZ2B inh: u; Tb PGK inh: 4%; POLI inh: 4%; BLM helicase inh: -4%

High-throughput results: PubChem, National Center for Advancing Translational Sciences (NCATS)

Some of the compounds tested, so the mix of outcomes need not match the whole.
